ANO1 block = blocks the mouse calcium-activated chloride channel TMEM16A; 1.2% of 310,000 active; HEK293 TMEM16A/YFP iodide influx fluorescence, ionomycin; AID 588511; normalized B-score (activity score, 25-100; higher = stronger inhibition) at 10 µM; Q8BHY3;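 active = ratio plate-corrected score three or more library SD toward inhibition, starting fluorescence score within five deviations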;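 note: score derived from kinetic fluorescence span divided by baseline fluorescence per well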
Target sequence (Q8BHY3 whole entry, looked up): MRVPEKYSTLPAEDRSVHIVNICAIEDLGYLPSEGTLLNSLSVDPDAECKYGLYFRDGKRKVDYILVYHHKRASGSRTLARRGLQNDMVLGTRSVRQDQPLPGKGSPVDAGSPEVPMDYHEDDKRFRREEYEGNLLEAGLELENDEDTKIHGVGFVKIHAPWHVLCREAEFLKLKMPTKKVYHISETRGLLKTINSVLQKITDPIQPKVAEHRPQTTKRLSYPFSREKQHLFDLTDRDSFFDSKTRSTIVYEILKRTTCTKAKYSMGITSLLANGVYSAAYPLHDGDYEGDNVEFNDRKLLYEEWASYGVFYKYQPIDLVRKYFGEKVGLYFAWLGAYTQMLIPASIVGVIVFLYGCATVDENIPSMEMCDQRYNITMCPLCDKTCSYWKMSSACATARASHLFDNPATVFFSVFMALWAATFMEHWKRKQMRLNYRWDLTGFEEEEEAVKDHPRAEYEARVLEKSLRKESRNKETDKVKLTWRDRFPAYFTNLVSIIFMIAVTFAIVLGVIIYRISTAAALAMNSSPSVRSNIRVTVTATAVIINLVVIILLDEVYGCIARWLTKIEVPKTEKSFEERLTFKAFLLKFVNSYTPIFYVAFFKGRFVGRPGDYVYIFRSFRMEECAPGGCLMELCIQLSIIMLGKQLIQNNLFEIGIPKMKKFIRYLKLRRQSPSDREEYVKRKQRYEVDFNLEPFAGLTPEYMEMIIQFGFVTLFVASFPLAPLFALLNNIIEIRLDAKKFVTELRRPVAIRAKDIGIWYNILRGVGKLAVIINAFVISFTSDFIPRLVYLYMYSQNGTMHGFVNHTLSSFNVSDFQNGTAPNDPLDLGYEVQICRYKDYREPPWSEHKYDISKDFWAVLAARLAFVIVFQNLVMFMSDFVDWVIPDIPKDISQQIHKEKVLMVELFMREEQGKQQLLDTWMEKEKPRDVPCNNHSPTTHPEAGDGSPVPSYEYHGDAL
RGS4 inh = human RGS4 inhibition; P49798; HEK293 M3R/RGS4 inducible, Fluo-4 calcium flux; hits give high values; triggered by carbachol at its EC20; B-score at 10 µM; 0.45% of 310,000 active; AID 463165;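 active = B-score, a plate-corrected calcium signal, over three deviations above library mean, with baseline fluorescence within five deviations of library mean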;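 note: RGS4 expression induced by doxycycline in cells with stable M3 receptor; B-score is computed from the integrated fluorescence ratio over baseline after carbachol; higher B-score means a larger calcium signal and so more RGS4 inhibition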
TMEM16A act = activators or potentiators of mouse TMEM16A chloride channel | 0.3% of 340,000 active | B-score at 10 µM | Q8BHY3 | HEK293 TMEM16A/YFP-H148Q/I152L, iodide quench fluorescence; hits give low values;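 active = fluorescence-ratio B-score plate-corrected deviation score at least 3 library SD below zero, with starting fluorescence score within 5 deviations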;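 note: channel opened by trigger with iodide after compound preincubation; score built on the fluorescence ratio of max minus min over baseline; more negative score means more quench and so TMEM16A activation or potentiation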
RGS4 pot = potentiators or activators of RGS4; 0.92% of 310,000 active; B-score at 10 µM; HEK293 M3R/inducible RGS4, carbachol calcium flux Fluo4; hits give low values;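 active = B-score of the integrated calcium signal more than 4 SD below the library mean, with starting fluorescence not abnormally high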;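 note: negative B-score means reduced calcium response which marks RGS4 activation or potentiation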
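Detection: kinetic calcium fluorescence imaging with Fluo4-AM dye, 2 µM / Material: HEK293 cells with stable M3R and inducible RGS4 / Schedule: recording 10 s baseline at 1 Hz, 100 s post-agonist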
HDAC3 inhib = human HDAC3 inhibition; O15379; recombinant HDAC3, fluorogenic peptide/trypsin coupled, fluorescence; inhibition, % at 8.3 µM; 0.15% of 320,000 active; AID 2718; in the data active = inhibition above about 26%, passing the limit was not always enough; inconclusive = no clear call, values can overlap the other calls
TRPC6 activator = activators of mouse TRPC6 channel | Q61143 | HEK293-TRPC6 membrane potential dye fluorescence; hits give high values | B-score at 10 µM | 0.13% of 310,000 active;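 active = B-score of the integrated fluorescence ratio above library mean plus 3 SD, and starting fluorescence ratio within library mean plus 5 SD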;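 note: higher score means more depolarization so channel activation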
MrgX1 antag = antagonists of human MrgX1 receptor. Q96LB2. MRGX1-HEK293 calcium flux, Fluo-4, BAM8-22 antagonism; hits give low values. B-score at 10 µM. 1.3% of 310,000 active;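 active = calcium-response B-score plate-corrected more than 3 library SD below zero, starting fluorescence within 5 deviations, no agonist response on first addition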;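 note: peak minus trough fluorescence over baseline after final BAM8-22 challenge near maximal dose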
MrgX1 agonist = activates human MrgX1 receptor signaling. Q96LB2. B-score at 10 µM. 0.44% of 310,000 active. MrgX1-HEK293 cells, Fluo-4 calcium fluorescence, agonist mode; hits give high values;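 active = calcium response B-score plate-corrected fluorescence ratio at least 3 library SD, with starting fluorescence B-score inside 5 SD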
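Material: MrgX1-expressing HEK293 cells; input: 15,000 cells per well; doses: test compound given as first of three sequential additions; schedule: overnight plating before 1 h dye loading; technique: Fluo-4 NW calcium-flux fluorescence, kinetic read; evaluation: baseline-normalised fluorescence change ratio, B-scored; control set: plate-wise positive and negative controls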
TRPC6 inh = blocks the mouse TRPC6 cation channel; Q61143; HEK293-TRPC6, membrane potential dye, ACh-evoked depolarization; hits give low values; B-score at 10 µM; 1.1% of 310,000 active; AID 2553;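 active = B-score under library mean minus 3 SD, initial fluorescence not abnormally high, positive integrated signal ratio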;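 note: B-score derived from integrated fluorescence ratio over the kinetic read; more negative B-score means stronger inhibition of depolarization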
SKKanGAS inh = inhibitors of SKKanGAS S. pyogenes growth in kanamycin (SK-promoter or general growth effect) | BacTiter-Glo, 6 h | inhibition, % at 7.5 µM | 1.3% of 300,000 active;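 active = mean replicate score, as percent of positive control median, at least 50; inconclusive = mean below 50 but one replicate at or above 50; inactive = mean and every replicate below 50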;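 note: strain carries kanamycin resistance gene driven by streptokinase promoter and grows in 40 µg/ml kanamycin; loss of luminescence reflects streptokinase promoter inhibition or plain growth inhibition; 0% = median of DMSO wells and 100% = positive control at its reference dose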
MrgX1 allo act = allosterically activates human MrgX1 receptor signaling | MrgX1-HEK293, Fluo-4 calcium flux, FDSS; hits give high values | B-score at 10 µM | 0.63% of 310,000 active | AID 588675;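 active = plate-corrected calcium response at least 3 library SD above typical, normal starting fluorescence, not activating the receptor alone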;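 note: compound read alongside a low EC10 to EC30 dose of BAM8-22 agonist; peak minus trough fluorescence over baseline measured at the second addition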
* = called active by the depositor; i = inactive; ? = inconclusive; . = no result given. Not a hit list; about 6.7% have a hit in one of these screens.

SMILES | ANO1 block | RGS4 inh | TMEM16A act | RGS4 pot | HDAC3 inhib | TRPC6 activator | MrgX1 antag | MrgX1 agonist | TRPC6 inh | SKKanGAS inh | MrgX1 allo act
CCCc1cc(=O)oc2cc(C)cc(OCC(=O)NC3CC3)c12 | i | i | i | i | 3 | i | i | i | i | -1 | i
Cc1cccc(Oc2nc(-c3ccccn3)nc3ccccc23)c1 | i | i | i | i | 0 | i | i | i | i | 98* | i
Cc1c(C(=O)N2CCc3ccccc3C2)oc2ccc(S(=O)(=O)N3CC(C)CC(C)C3)cc12 (centres undefined) | i | i | i | i | -1 | i | i | i | i | 27 | i
C/C(=N\NC(=O)c1ccc(F)cc1)c1ccccn1 | i | i | i | i | 1 | i | i | i | i | 89* | i
CCCCN(CCCC)/C(N)=N/c1nc(C)cc(C)n1 | i | i | i | i | -2 | i | i | i | i | -4 | i
COc1ccc(OC)c(NC(=O)c2ccccc2N(Cc2ccccc2)S(C)(=O)=O)c1 | i | i | i | i | 2 | i | i | i | i | -6 | i
CN1C(=O)c2ccc(C(=O)Nc3ccccc3O)cc2C1=O | i | i | i | i | ? | i | i | i | i | 3 | i
O=C(OCc1cnc(Cl)s1)c1ccc(Cl)cc1 | i | i | i | i | 11 | i | i | i | i | -11 | i
COc1ccc(NC(=O)COc2ccc(-c3nn(C)c(=O)c4ccccc34)cc2)cc1 | i | i | i | i | -5 | i | i | i | i | 1 | i
C/C(O)=c1/c(=O)nc2cccc3c2=c1c1ccccc1c3=O | i | i | i | i | 0 | i | i | i | i | -2 | i
CCOc1cc(CNn2cnnc2)ccc1OCC(=O)NC1CCCCC1 | i | i | i | i | -3 | i | i | i | i | 2 | i
Cc1ccc(C(C(=O)NCc2ccco2)N(C(=O)CNC(=O)c2cccs2)c2ccc(C)cc2C)cc1 (centres undefined) | i | i | i | i | -2 | i | i | i | i | 8 | i
CCOc1ncccc1C(=O)NNC(=O)c1cccc(S(=O)(=O)Nc2ccc(OC)cc2)c1 | i | i | i | i | 1 | i | i | i | i | ? | i
COC(=O)N1CCN(c2ccc(C(C)=O)cc2)CC1 | i | i | i | i | 4 | i | i | i | i | 1 | i
O=C(Nc1ccccc1)c1ccc(NC(=O)c2cccs2)cc1 | i | i | i | i | -2 | i | i | i | i | -3 | i
O=C(Nc1nc2ccc(F)cc2s1)C1=COCCO1 | i | i | i | i | 1 | i | i | i | i | 28 | i
CC(C)CC(OC(=O)c1nsc(Cl)c1Cl)C(=O)NCc1cccs1 (centres undefined) | i | i | i | i | 1 | i | i | i | i | -2 | i
COc1ccccc1C(=O)OCC(=O)Nc1cc(S(=O)(=O)N2CCOCC2)ccc1N1CCCC1 | i | i | i | i | 3 | i | i | i | i | -1 | i
CC(C)N(C(=S)NCc1ccccc1)C(C)C | i | i | i | i | 3 | i | i | i | i | -4 | i
COc1cc(N)c(Cl)cc1NC(=O)c1ccccc1 | i | i | i | i | 1 | i | i | i | i | 3 | i
CCOc1ccc(N2CC(C(=O)NCCN3C(=O)S/C(=C\c4cccnc4)C3=O)CC2=O)cc1 (centres undefined) | i | i | i | i | -3 | i | i | i | i | -3 | i
O=C(Cn1cncn1)N/N=C/c1cc([N+](=O)[O-])ccc1O | i | i | i | i | 14 | i | i | i | i | 3 | i
Cc1cc(C)n(-c2ccc(C(=O)Nc3ccc(C)c(S(=O)(=O)N(C)C)c3)cc2)n1 | i | i | i | i | 3 | i | i | i | i | -3 | i
COc1cccc(NC2=Nc3cccc4cccc2c34)c1 | i | i | i | i | 8 | i | i | i | i | 2 | i
CC(C)Cc1nc(N2CCN(C(=O)c3ccco3)CC2)c(C#N)c2c1CCC2 | 25* | i | i | i | -3 | i | i | i | i | 24 | i
CSc1nc(N(C)NC(=O)c2cccc(C)c2)c2ccccc2n1 | i | i | i | i | 3 | i | i | i | i | -5 | i
Cc1ccc(C)n1NC(=O)c1ccco1 | i | i | i | i | -4 | i | i | i | i | -1 | i
COC(=O)c1sccc1NC(=O)c1cccc(Cl)c1 | i | i | i | i | 1 | i | i | i | i | 12 | i
O=C(COC(=O)c1cccc(C(=O)OCC(=O)NCc2ccc(F)cc2)n1)NCc1ccc(F)cc1 | i | i | i | i | 0 | i | i | i | i | 3 | i
CC(NC(=O)c1ccccc1F)c1nnc(SCC(=O)NC2CCCC2)n1C (centres undefined) | i | i | i | i | -1 | i | i | i | i | -5 | i
CCCCN(C)CCNC(=O)CSCc1ccc(C)cc1 | i | i | i | i | -1 | i | i | i | i | 3 | i
COC(=O)c1sccc1NC(=O)c1ccc(C)cc1 | i | i | i | i | 1 | i | i | i | i | -2 | i
CCN(CC)S(=O)(=O)c1ccc(NC(=O)c2ccccc2N(C)S(C)(=O)=O)cc1 | i | i | i | i | 7 | i | i | i | i | 2 | i
COc1cc(OC)c(CN2CCCCCCC2)cc1Br | i | i | i | i | 7 | i | i | i | i | -6 | i
CC(=O)N1N=C(c2ccccc2)CC1c1ccc2c(c1)OCO2 (centres undefined) | i | i | i | i | 3 | i | i | i | i | -2 | i
CCN1CCN(CC(=O)c2c(C)n(C)c3ccc(OC)cc23)CC1 | i | . | i | . | 0 | . | i | i | . | . | i
C=CCOc1ccccc1/C=N/n1nnnc1N | i | i | i | i | 0 | i | i | i | i | -3 | i
O=C(c1ccco1)N1CCN(S(=O)(=O)c2ccc(S(=O)(=O)NC3CC3)cc2)CC1 | i | i | i | i | 3 | i | i | i | i | 10 | i
O=C(CN1CCN(c2ccccn2)CC1)Nc1ccccc1F | i | i | i | i | -1 | i | i | i | i | 0 | i
COc1cccc(-c2cc(C(=O)N3CCCCCC3)no2)c1 | i | i | i | i | . | i | i | i | i | -7 | i
CS(=O)(=O)N(CC(=O)NCc1ccccc1)Cc1ccc(Cl)cc1 | i | i | i | i | . | i | i | i | i | 2 | i
CC(C)(C)NC(=O)C1CCN(C(=O)c2ccc(-c3ccccc3)cc2)CC1 | i | i | i | i | 2 | i | i | i | i | 2 | i
COc1cccc(NC(=O)C(c2ccccc2)N2CCCCC2)c1 (centres undefined) | i | i | i | -7* | -3 | i | i | i | i | 4 | i
CCOc1cc(/C=C2/C(=O)NN(c3cccc(Cl)c3)C2=O)ccc1O | i | 5.7* | i | i | -1 | i | i | i | i | -3 | i
Cc1nn(Cc2ccccc2)c(C)c1NC(=O)CSc1nc2c(c(C(F)(F)F)n1)CCc1ccccc1-2 | i | i | i | i | -8 | i | i | i | i | -1 | i
O=C(NC1CCCCC1)C1CCC(CNS(=O)(=O)c2cccc3nsnc23)CC1 (centres undefined) | i | i | i | i | 5 | i | i | i | i | 0 | i
CCOC(=O)N1CCN(C(=O)c2cn(C)c3ccc(S(=O)(=O)N4CCCC4)cc3c2=O)CC1 | i | i | i | i | 3 | i | -6.8* | i | i | 2 | i
CNC(=O)c1csc(-c2ccc(Cl)cc2)n1 | i | i | i | i | -8 | i | i | i | i | -11 | i
CN(C)S(=O)(=O)c1cccc(C(=O)OCC(=O)N2c3ccccc3NC(=O)C2(C)C)c1 | i | i | i | i | 3 | i | i | i | i | 2 | i
CC(=O)NCCn1c(SCc2ccc(C)cc2C)nc2ccccc2c1=O | i | i | i | i | 5 | i | i | i | i | 6 | i

(cont.)
SMILES | ANO1 block | RGS4 inh | TMEM16A act | RGS4 pot | HDAC3 inhib | TRPC6 activator | MrgX1 antag | MrgX1 agonist | TRPC6 inh | SKKanGAS inh | MrgX1 allo act
CCCCNC(=S)Nc1ccc([N+](=O)[O-])cc1 | 100* | i | i | i | -1 | i | -5.6* | i | i | 11 | i
Cc1cc(C)nc(SCC(=O)Nc2cc(C)on2)n1 | i | i | i | i | 7 | i | i | i | i | -6 | i
CCCn1c(=O)c2c(C(F)(F)F)cc(-c3ccco3)nc2n(CCC)c1=O | i | i | i | i | . | i | i | i | i | 5 | i
CN(C)C(=S)c1ccccc1 | i | i | i | i | 0 | i | i | i | i | -16 | i
CCCN1CCN(C(=S)Nc2sc(CC)cc2C(=O)OC)CC1 | i | i | i | i | 1 | i | i | i | i | 6 | i
COc1cc(OC)c2cc(C(=O)N/N=C/c3cccc(OC)c3O)[nH]c2c1 | i | i | i | i | -6 | i | i | i | i | 21 | i
COc1ccc(CCNC(=O)Cc2cccs2)cc1 | i | i | i | i | -2 | i | i | i | i | 1 | i
Oc1cccc(NC(=S)N=Nc2c(O)[nH]c3ccccc23)c1 | i | i | i | i | 9 | i | i | i | i | 20 | i
CCc1ccc(OCC(=O)Nc2ccc(S(=O)(=O)Nc3ccccn3)cc2)cc1 | i | i | i | i | 1 | i | i | i | i | 1 | i
COc1ccccc1CNC(=O)CN1CCN(Cc2ccc(Cl)cc2)C1=O | i | i | i | i | . | i | i | i | i | -5 | i
CS(=O)(=O)N(CC(=O)Nc1ccccc1C(=O)N1CCOCC1)c1ccc(Cl)cc1 | i | i | i | i | -1 | i | i | i | i | -12 | i
Cc1nc2sc(C(c3ccco3)N3CCN(c4ccc(F)cc4)CC3)c(O)n2n1 (centres undefined) | i | i | i | i | 13 | i | i | i | i | 3 | i
COc1ccc(C(=O)NCCC(=O)NCc2cc(=O)n(C)c(=O)n2C)cc1 | i | i | i | i | -14 | i | i | i | i | -8 | i
O=C1c2ccccc2C(=O)N1c1ccccc1S(=O)C(F)(F)F (centres undefined) | i | i | i | i | 4 | i | i | i | i | 1 | i
COc1ccc(NC(=O)c2cc(=O)[nH]c3ccccc23)cc1 | i | i | i | i | -1 | i | i | i | i | -3 | i
COc1ccc(CN2C(=O)c3cccnc3C2=O)cc1S(=O)(=O)NC1CCCCC1 | i | i | i | i | -3 | i | i | i | i | -1 | i
O=C(O)CC(CNS(=O)(=O)c1ccccc1)c1ccccc1 (centres undefined) | i | i | i | i | -2 | i | i | i | i | -3 | i
COC(=O)C1CSC(C(=O)OC)N1C(=O)Nc1ccccc1 (centres undefined) | i | i | i | i | 0 | i | i | i | i | 4 | i
O=C(c1cnccn1)N(Cc1cccs1)C1(C(=O)NC2CCCC2)CCCCC1 | i | i | i | i | -2 | i | i | i | i | 0 | i
